# From PubChem
# b-catenin transl: modulators of beta-catenin nuclear translocation. HeLa beta-catenin nuclear translocation, immunofluorescence imaging. nuclear translocation activity, % at 5 µM. 0.3% of 190,000 active;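 active = nuclear translocation activity above 50% at 5 µM, with a well cell count of 50 or more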;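 also: per-cell ratio of nuclear to cytoplasmic median beta-catenin stain intensity; plate controls were DMSO negative control for no effect and GSK-3 inhibitor IX positive control for full effect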
#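 Signal – beta-catenin immunofluorescence imaging with DAPI · Test system – human HeLa cell line · Dosing – 5 µM primary single dose, 0.1% DMSO, 0.02–20 µM confirmation series · Measure – % activation, nuclear-to-cytoplasmic median beta-catenin signal ratio per cell · Incubation – 24 h compound exposure at 37°C, 5% CO2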
# CSM14.1 death rescue: rescue of cells from ER stress-induced death, primary screen, 384-well, CSM14.1, thapsigargin, ATP luminescence (AID 1222); 190,000 tested, under 10 active; cellular ATP content (survival), % at 20 µM, or EC50 in µM where a hit was titrated; CSM14.1 thapsigargin-induced death rescue, ATP luminescence; higher % means a stronger effect;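 active = EC50 below 50 µM in the dose-response confirmation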;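 also: death triggered by thapsigargin at about 15 µM added after 2 h compound pretreatment; cell ATP read after overnight thapsigargin exposure of roughly 18 to 22 hours; normalized against plate controls of thapsigargin alone and 5% DMSO vehicle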
# Dynein cargo inh: dynein cargo transport inhibition | 3617.4 mouse cells, GR-EGFP nuclear translocation imaging; test concentration mostly 20 µM; stimulated with dexamethasone, 1 µM; stronger effect = lower value | z-score, hits read low | 0.47% of 220,000 active | AID 1381;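 active = plate z-score of nuclear minus cytoplasmic receptor signal below a set negative limit, without overly bright fluorescence or cell loss, cut at about -3.5 in these data, passing the limit was not always enough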;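 also: z-score of nuclear minus cytoplasmic ring GR-EGFP intensity difference per well; some compounds called inactive have numbers as strong as hits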
#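 Buffer or medium – tet-free medium with charcoal-stripped serum · Signal – automated 10x imaging of fixed Hoechst-stained cells · Also added – dexamethasone agonist, 1.0 µM final, for 30 min · Incubation – induction 48 h, compound 1 h, agonist 30 min · Read-out – GR-EGFP nuclear translocation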
# WT yeast gro inh: growth inhibition of WT yeast, mitochondrial fusion screen | mitochondrial fusion phenotypic screen, WT strain | inhibition, % at 10 µM | 2.1% of 190,000 active; in the data active = inhibition above about 58%; tested in S. cerevisiae
# Ins promoter up: MIN6 insulin promoter up-regulation | MIN6 insulin promoter-GFP reporter, high-content imaging; stronger effect = higher value | z-score at 5 µM | 0.3% of 190,000 active;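 active = z-score above 3 at 5 µM with at least 500 cells counted in the well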
# XIAP displacement: small molecules displacing peptide from XIAP – biochemical, IAP family, fluorescence polarization (AID 1018); XIAP BIR domain, fluorescence polarization peptide displacement; higher % means a stronger effect; displacement, % at 20 µM; hits with a dose series show IC50 in µM; 0.007% of 200,000 active; in the data active = displacement above about 50%; also: a part of the inactive calls stands beside numbers as strong as those of hits
# Lipid droplet: hepatic lipid droplet formation modulation. 0.4% of 240,000 active. AML12 mouse hepatocytes, oleate lipid droplets, BODIPY imaging. inhibition, % at 6.5 µM. AID 1656;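 active = lipid droplet intensity inhibited by at least 50%, with more than 500 cells counted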
#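 Test system: AML12 hepatocytes (mouse); reagent: oleate loading, 100 µM; dosing: one dose, 6.5 µM compound; incubation: overnight exposure; signal: fluorescence imaging, 20x objective, two fields per well; read-out basis: % inhibition of corrected integrated BODIPY droplet signal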
# Autophagy mod: modulators of autophagy. 0.98% of 190,000 active. MEF GFP-LC3 puncta imaging; test concentration mostly 10 µM. calls only at 10 µM (by protocol). AID 463193;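 active = percentage of spot-positive cells more than 3 SD above its plate mean, without a fluorescence outlier flag or 80% toxicity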;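 also: spot-positive cell cutoff set from DMSO-treated cells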
# MT stabilize HCS: stabilizes microtubules in HeLa cells; HeLa tubulin immunostaining HCS, 24 h; share of cells brighter than vehicle mean+2SD; % tubulin-high responders, % at 10 µM; 0.83% of 200,000 active; AID 2205;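 active = plate Z-score above 3 for both tubulin-high and condensed-nucleus cell shares, with cell loss under 80%, at 10 µM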;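 also: anti alpha tubulin signal scored within the nucleus-defined area of each cell; some results filed as inactive read as strong as hits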
# WT yeast gro inh mutant strain: also measured in WT yeast gro inh; calls as there; inhibition, %; mitochondrial fusion phenotypic screen, mutant strain inhibition
# Dynein cargo inh cytoplasmic EGFP: second read-out of Dynein cargo inh, no call of its own (marks repeat the call); z-score; measured here: cytoplasmic GR-EGFP intensity; stronger effect = higher value
# Dynein cargo inh nuclear GR-EGFP: recorded beside Dynein cargo inh, whose call it bears; z-score; measured here: nuclear GR-EGFP intensity;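 lower value marks the stronger effect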
# Dynein cargo inh cell count: recorded beside Dynein cargo inh, whose call it bears; z-score; measured here: cell count per field
# Ins promoter up cell count: further read-out of Ins promoter up, marked with its call; cell count; measured here: cytotoxicity, nuclei count;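 total cells summed across four imaged fields per well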
# Lipid droplet cells 6.5 µM: further read-out of Lipid droplet, marked with its call; cell count; measured here: cell count, cytotoxicity flag;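 cells counted across two imaged fields per well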
# b-catenin transl cell count 5 µM: recorded beside b-catenin transl, whose call it bears; cell count; measured here: cell count, cytotoxicity flag
# MT stabilize HCS Hoechst-high %: further read-out of MT stabilize HCS, marked with its call; % Hoechst-high responders; measured here: nuclear condensation Hoechst responders;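 share of cells brighter than vehicle mean plus two SD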
# MT stabilize HCS cytotoxicity %: further read-out of MT stabilize HCS, marked with its call; toxicity, %; measured here: cytotoxicity by cell density;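 0% = mean cell density of plate MIN control wells and 100% = no cells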
# Autophagy mod cell loss 18 h: also measured in Autophagy mod; calls as there; toxicity, %; measured here: cell loss, nuclei count;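 cell loss after 18 h compound exposure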
# An asterisk follows results filed as active; i = inactive; . = no result given.
SMILES,b-catenin transl,b-catenin transl cell count 5 µM,CSM14.1 death rescue,Dynein cargo inh,Dynein cargo inh cytoplasmic EGFP,Dynein cargo inh nuclear GR-EGFP,Dynein cargo inh cell count,WT yeast gro inh,WT yeast gro inh mutant strain,Ins promoter up,Ins promoter up cell count,XIAP displacement,Lipid droplet,Lipid droplet cells 6.5 µM,Autophagy mod,Autophagy mod cell loss 18 h,MT stabilize HCS,MT stabilize HCS Hoechst-high %,MT stabilize HCS cytotoxicity %
O=C(c1c[nH]c(C(=O)C(Cl)(Cl)Cl)c1)c1ccccc1Br,0.5,1005,9.7%,-2.2,0.0695,-1.3,-0.152,-1.5,-5.9,0.08,1206,5.5%,.,.,i,-20.0,2.4,1.8,9.1
CC(=O)Nc1ccc(S(=O)(=O)Nc2ccc(S(=O)(=O)N3CCCCCC3)cc2)cc1,0.2,1065,2.4%,0.931,-0.187,0.372,-0.157,-10.0,1.5,-0.18,1351,4.7%,11.9,792,i,0.3,2.8,1.7,7.1
NC(=S)NNC(=O)[C@@H]1CCCC[C@@H]1C(=O)O,.,.,-3.1%,-0.849,-0.334,-0.589,0.911,-0.7,11.6,0.44,1369,-15.0%,24.0,776,i,2.4,2.1,3.3,3.8
CCC(C)(C)n1nnnc1C(c1cccc(C#N)c1)N1CCN(c2cccc(C)c2C)CC1 (stereo not drawn),0.6,969,-2.0%,-1.44,0.545,-0.689,1.58,2.5,-2.7,-3.1,823,-1.1%,.,.,i,0.4,3.5,1.0,0.8
CC(C)=CCC/C(C)=C/C=N/NC(=O)c1ccccc1[N+](=O)[O-],1.2,1387,-0.8%,-0.659,-0.211,0.269,0.94,4.7,-6.4,-0.53,1344,-2.6%,.,.,i,-19.5,3.3,1.3,10.1
COc1cccc(CC2(CO)CCCN(Cc3sc(N4CCCC4)nc3Cl)C2)c1 (stereo not drawn),0.2,957,2.2%,-0.775,-0.192,-0.558,0.617,16.8,14.2,0.83,1411,0.1%,-17.8,698,i,7.2,4.8,2.4,5.9
O=c1c([N+](=O)[O-])c(NC2CCCCC2)c2ccccc2n1-c1ccccc1,4.2,422,-0.9%,1.25,-0.164,0.565,-0.69,-10.5,1.5,.,.,-3.7%,1.3,744,i,-1.4,2.9,2.5,5.8
CNS(=O)(=O)c1ccc(Cl)nc1,.,.,-2.1%,-0.23,-0.27,-0.342,-0.647,-12.3,13.1,0.56,1263,-6.7%,-10.8,675,i,-1.1,3.9,3.0,12.4
CC(C)OCCCNC(=O)c1c(N)n(/N=C/c2ccccn2)c2nc3ccccc3nc12,1.8,1200,-1.5%,-0.657,-0.144,0.0214,0.692,5.2,0.7,.,.,-21.1%,.,.,i,1.0,4.3,2.3,7.0
Cc1ccc(NC(=O)Nc2ccc(F)c(Cl)c2)cc1,-1.6,1053,-3.0%,0.676,-0.145,1.22,-2.63,29.1,17.8,-2.3,1388,-2.4%,-27.0,659,i,14.9,3.4,1.0,5.0
CC1Cc2nc(SCC(=O)Nc3ccc4c(c3)OCCO4)n(C)c(=O)c2S1 (stereo not drawn),0.7,1148,.,0.748,-0.0278,0.344,-0.271,1.9,2.8,0.17,1012,-7.2%,-2.1,617,i,2.4,5.0,2.1,4.1
CCOc1ccccc1OCCCC(=O)N1CCN(S(=O)(=O)c2ccc(C)cc2)CC1,-6.1,984,3.6%,-0.0966,-0.224,0.334,0.814,4.8,3.5,0.3,1179,-6.0%,.,.,i,7.0,5.2,2.7,6.2
Cc1ccccc1-n1c(-c2ccc(Cl)cc2)cnc1SCC(=O)NC1CCS(=O)(=O)C1 (stereo not drawn),-0.1,1053,-0.9%,-0.357,-0.332,-0.498,1.5,7.7,-7.2,-1.2,1252,-10.0%,10.3,626,i,-1.6,3.1,5.9,10.6
O=C(CCCN1C(=O)c2cccc3cccc(c23)C1=O)NC1CCS(=O)(=O)C1 (stereo not drawn),1.8,1444,-1.2%,0.131,-0.0127,0.32,-1.92,4.4,-9.8,-0.1,1433,-2.6%,-2.6,708,i,13.1,1.7,1.5,7.9
CCCC(=O)c1cn(CC(=O)OC)c2ccccc12,-7.3,1038,-1.5%,0.979,-0.571,0.148,0.86,-19.4,2.6,0.5,1150,-0.6%,.,.,i,2.1,2.8,1.9,2.5
Cc1cccc(/N=C/c2c(O)c3ccccc3oc2=O)n1,-5.7,997,-1.1%,-1.49,-0.137,-0.315,0.884,3.2,11.1,.,.,-6.9%,1.8,711,i,-10.8,3.4,2.0,10.1
CCOC(=O)NCCOC(=O)Nc1ccc(Cl)cc1,-1.1,1105,-1.2%,-0.445,-0.192,-0.18,0.0572,-7.5,-10.2,-0.18,1223,-7.0%,20.2,737,i,-1.3,1.6,2.0,3.6
CCCCCCn1c(-c2cccs2)n[nH]c1=S,0.0,1054,-0.8%,0.86,-0.0218,0.714,-0.623,64.8,71.2,-0.8,1243,-3.8%,15.7,691,i,3.1,2.6,2.3,8.4
Cc1ccccc1OCCNc1cc(N2CCN(CCO)CC2)ccc1[N+](=O)[O-],-0.9,1201,-3.1%,-0.164,-0.215,0.173,0.314,10.6,16.7,-0.42,1455,-1.3%,-32.2,686,i,10.5,4.0,4.2,7.3
CC1CCN(S(=O)(=O)c2ccc(NC(=O)CN3CCN(c4ccccc4)CC3)cc2)CC1,-0.2,1123,-2.4%,-0.589,-0.121,-0.918,-0.149,3.8,13.8,0.48,1808,-5.6%,-7.8,667,i,0.9,2.8,1.9,0.8
CC(NC(=O)COC(=O)C1CCN(S(=O)(=O)c2ccccc2C(F)(F)F)CC1)c1ccccc1 (stereo not drawn),-3.0,524,1.9%,3.71,-0.196,1.63,-1.89,8.0,-9.9,0.03,1262,-5.5%,-4.5,571,i,10.3,3.0,1.8,3.2
COc1cc(C(C#N)N2N=C(c3ccccc3)CC2c2ccccc2)ccc1O (stereo not drawn),-1.2,1312,0.2%,-0.579,-0.224,-0.366,0.368,-2.1,-50.6,-0.26,1503,-1.2%,.,.,i,-5.8,1.7,1.1,1.4
Cc1onc(-c2ccccc2)c1C(=O)Oc1ccccc1,0.2,1309,.,-1.17,-0.161,-0.459,0.802,.,.,-0.89,1119,.,15.5,769,.,.,.,.,.
CS(=O)(=O)N1CCC(C(=O)Nc2ccc(Br)cc2F)CC1,0.2,1060,-2.4%,-0.413,-0.218,-0.165,-0.0627,12.0,10.4,-0.34,1315,-4.5%,4.8,720,i,-2.8,1.6,1.0,7.0
CCC(C)NC(=O)CCC(=O)NNc1nc2ccccc2c2nc(C)nn12 (stereo not drawn),-0.6,943,5.0%,-0.0563,-0.294,-0.245,0.0581,-7.0,-0.4,-0.29,1288,-3.8%,-10.2,699,i,0.9,2.1,2.2,5.8
COc1cc(C2=NOC(C(=O)NCc3ccco3)C2)cc(OC)c1OC (stereo not drawn),59.6*,496*,-1.7%,0.0965,-0.36,-0.185,1.12,14.5,-7.2,-0.76,1235,-5.5%,.,.,i,27.7,23.0*,28.9*,66.9*
O=C(Cc1nn[nH]n1)NCCC1=CCCCC1,.,.,-3.9%,0.499,-0.0828,0.555,-1.29,-0.5,-2.5,-0.63,1257,-3.8%,1.0,714,i,6.0,1.3,1.5,5.5
CC(C)(C)c1c(Cl)c(O)c(-c2ccccc2)c(=O)n1-c1ccccc1,-1.7,1009,-2.0%,-0.655,-0.155,-0.0625,0.107,5.0,5.9,-0.05,1689,26.4%,-1.5,682,i,9.7,1.5,2.4,7.3
CNCc1c(OCc2ccccc2F)ccc2ccccc12,3.3,926,-1.4%,0.689,0.324,0.452,-1.33,5.0,8.3,-0.9,1296,-8.3%,20.0,612,i,18.7,2.9,1.2,6.4
CCN(C(=O)CSc1nnc2ccccn12)C1CCS(=O)(=O)C1 (stereo not drawn),-0.6,951,-0.1%,0.366,-0.242,0.666,-0.357,0.4,1.7,0.68,1754,-4.0%,15.1,702,i,-23.9,1.3,1.9,9.9
O=C(c1ccccc1)c1nn(-c2ccccc2)c(=O)cc1C(F)(F)F,0.0,1017,-1.3%,-0.234,0.0587,0.106,-0.772,51.3,13.5,1.22,1400,-6.2%,.,.,i,36.2,1.8,1.5,1.1
O=C(Oc1ccc(Cl)c2cccnc12)N1CCOCC1,-1.4,880,-0.8%,-0.299,0.071,-0.0978,0.444,55.9,5.1,0.75,1481,-6.0%,.,.,i,7.0,1.1,1.5,8.6
CCCCn1c(-c2cccs2)nc2oc3ccccc3c(=O)c2c1=O,-1.5,1172,.,-0.389,-0.242,-0.251,0.38,.,.,-0.29,1393,.,-10.2,628,.,.,.,.,.
CC1=C([N+](=O)[O-])C(c2ccccc2C(F)(F)F)NC(=O)N1C (stereo not drawn),-0.6,1312,.,-0.818,-0.245,-0.447,0.165,.,.,-0.27,1050,.,9.7,727,.,.,.,.,.
CC1CN(c2ccc(NS(=O)(=O)c3ccccc3)cc2C(=O)O)CC(C)O1 (stereo not drawn),-0.5,1112,.,0.584,-0.239,0.0572,-0.607,.,.,-0.03,1430,.,9.7,726,.,.,.,.,.
